Screening results as filed in PubChem.
Yp Topo-I inh: Y. pestis Topo-I inhibition via cleavage products. Y. pestis Topo-I cleavage product accumulation, plate reader. activity, % at 10 µM. actives 0.064% (n = 360,000). AID 504884; in the data active means activity above about 50%, passing the limit was not always enough; inconclusive means no clear call, values can overlap the other calls; further: inactives centre near 2
Vc quorum ag: inducers of Vibrio cholerae quorum light production without autoinducers; V. cholerae BH1578 lux reporter, luminescence, 6 h; activation, % at 18.7 µM; actives 0.16% (n = 350,000); AID 588436; in the data active means activation mostly above about 9.7%, no sharp cut-off; inconclusive means no clear call, values can overlap the other calls; inactive means mostly below about 3.7%; further: not every result past the cut was called active; inactives centre near 0; reference of the scale not given here
SSB-PriA inh: inhibitors of Klebsiella pneumoniae PriA binding to SSB C-terminal tail. AlphaScreen SSBct-PriA binding, biotinylated peptide. inhibition, % at 33 µM. actives 0.6% (n = 430,000); in the data active means inhibition mostly above about 37%, no sharp cut-off; inactive means mostly below about 20%;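 further: plate controls were negative control peptide for no effect and reference peptide for full effect; strong numbers were not always called active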
TcdB GH inh: TcdB glycohydrolase inhibition | TcdB glycohydrolase enzymatic assay, plate reader | inhibition, % at 9.99 µM | actives 0.24% (n = 350,000) | AID 652162; in the data active means inhibition above about 10%
Target sequence (P18177 whole entry, looked up): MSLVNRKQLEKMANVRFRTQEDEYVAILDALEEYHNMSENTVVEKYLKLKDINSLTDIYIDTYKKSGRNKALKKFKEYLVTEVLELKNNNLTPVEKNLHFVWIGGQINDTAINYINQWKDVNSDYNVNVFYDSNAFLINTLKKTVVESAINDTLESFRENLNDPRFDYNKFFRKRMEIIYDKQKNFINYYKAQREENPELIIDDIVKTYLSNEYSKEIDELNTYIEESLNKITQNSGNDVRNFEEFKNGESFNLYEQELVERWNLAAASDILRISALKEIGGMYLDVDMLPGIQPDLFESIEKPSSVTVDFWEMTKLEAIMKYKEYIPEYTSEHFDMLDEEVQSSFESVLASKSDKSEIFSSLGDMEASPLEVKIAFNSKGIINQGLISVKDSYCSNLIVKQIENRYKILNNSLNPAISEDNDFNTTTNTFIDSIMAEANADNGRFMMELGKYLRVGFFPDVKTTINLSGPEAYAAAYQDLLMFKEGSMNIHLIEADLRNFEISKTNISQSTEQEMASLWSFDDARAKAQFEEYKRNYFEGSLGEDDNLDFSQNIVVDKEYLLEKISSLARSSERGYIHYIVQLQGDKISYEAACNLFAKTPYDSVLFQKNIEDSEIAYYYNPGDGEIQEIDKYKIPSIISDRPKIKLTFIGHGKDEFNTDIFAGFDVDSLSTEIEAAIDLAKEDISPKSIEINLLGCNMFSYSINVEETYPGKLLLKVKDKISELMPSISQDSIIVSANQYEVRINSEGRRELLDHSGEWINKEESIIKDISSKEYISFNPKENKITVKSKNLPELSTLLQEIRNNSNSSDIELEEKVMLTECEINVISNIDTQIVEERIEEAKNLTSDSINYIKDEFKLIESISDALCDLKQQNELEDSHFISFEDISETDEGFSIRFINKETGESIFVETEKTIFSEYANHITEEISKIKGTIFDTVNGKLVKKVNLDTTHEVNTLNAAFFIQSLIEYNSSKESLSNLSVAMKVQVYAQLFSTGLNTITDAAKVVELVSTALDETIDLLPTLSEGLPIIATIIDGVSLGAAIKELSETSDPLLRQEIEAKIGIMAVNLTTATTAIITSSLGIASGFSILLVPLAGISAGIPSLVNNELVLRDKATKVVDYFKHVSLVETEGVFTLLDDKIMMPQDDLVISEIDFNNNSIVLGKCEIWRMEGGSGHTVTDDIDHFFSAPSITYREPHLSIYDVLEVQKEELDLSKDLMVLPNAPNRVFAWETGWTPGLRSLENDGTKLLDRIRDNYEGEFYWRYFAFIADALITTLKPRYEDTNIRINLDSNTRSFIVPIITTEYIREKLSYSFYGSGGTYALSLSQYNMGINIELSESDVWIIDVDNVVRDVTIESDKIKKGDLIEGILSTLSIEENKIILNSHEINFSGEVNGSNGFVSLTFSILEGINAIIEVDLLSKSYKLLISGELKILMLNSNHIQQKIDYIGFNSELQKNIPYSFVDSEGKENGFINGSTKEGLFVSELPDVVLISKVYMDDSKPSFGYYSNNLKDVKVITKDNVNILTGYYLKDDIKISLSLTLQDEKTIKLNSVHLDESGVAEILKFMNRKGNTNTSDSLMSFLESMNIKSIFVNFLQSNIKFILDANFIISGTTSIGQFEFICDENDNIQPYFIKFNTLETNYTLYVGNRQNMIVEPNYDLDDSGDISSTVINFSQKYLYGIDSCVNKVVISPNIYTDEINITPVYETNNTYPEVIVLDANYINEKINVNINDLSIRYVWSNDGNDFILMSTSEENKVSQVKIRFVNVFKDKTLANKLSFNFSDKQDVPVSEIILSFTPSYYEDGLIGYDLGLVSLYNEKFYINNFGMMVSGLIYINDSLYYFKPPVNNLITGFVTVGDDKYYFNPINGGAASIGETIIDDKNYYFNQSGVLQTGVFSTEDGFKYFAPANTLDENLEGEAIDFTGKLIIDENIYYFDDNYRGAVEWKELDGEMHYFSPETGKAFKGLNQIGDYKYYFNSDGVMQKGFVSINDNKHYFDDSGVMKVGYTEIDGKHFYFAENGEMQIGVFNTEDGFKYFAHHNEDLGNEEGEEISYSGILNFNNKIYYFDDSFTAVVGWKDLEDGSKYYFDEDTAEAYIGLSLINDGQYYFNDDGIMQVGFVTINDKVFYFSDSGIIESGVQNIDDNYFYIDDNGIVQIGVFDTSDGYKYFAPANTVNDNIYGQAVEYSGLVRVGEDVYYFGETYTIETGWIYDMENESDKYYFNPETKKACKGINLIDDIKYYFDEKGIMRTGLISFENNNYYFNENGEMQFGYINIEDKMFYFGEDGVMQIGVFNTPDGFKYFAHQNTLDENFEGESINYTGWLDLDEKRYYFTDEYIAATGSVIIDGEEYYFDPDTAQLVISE
Anthrax LF prot: anthrax lethal factor protease inhibition; multiplex microsphere protease cleavage assay, LF; inhibition, % at 10 µM; actives 0.12% (n = 360,000); AID 588501; further: plate controls were buffer without enzyme for full effect and enzyme alone for no effect
PfHsp40 yeast: restores yeast growth despite PfHsp40 toxicity; AID 504582; S. cerevisiae expressing PfHsp40, growth rescue, ATP luminescence; actives 0.68% (n = 340,000); growth rescue, % at 12.5 µM; in the data active means growth rescue above about 28%, passing the limit was not always enough; inconclusive means no clear call, values can overlap the other calls;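 further: yeast W303a lacking pdr1 and pdr3 grown in galactose medium; growth measured after three days at 30 °C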
PrPC TRFRET: cell surface PrPC inhibition, primary TR-FRET screen; TR-FRET read-out; inhibition, % at 13.8 µM; actives 0.43% (n = 370,000); in the data active means inhibition above about 24%; further: 0% = median of the test wells and 100% = reference compound wells
SARS 3CLpro inh: SARS-CoV 3CLpro protease inhibition | P0C6X7 | recombinant SARS-CoV 3CLpro, quenched FRET peptide cleavage | inhibition, % at 6 µM | actives 0.14% (n = 290,000) | AID 1706; in the data active means inhibition above about 12%
BoNT A protease: blocks Botulinum neurotoxin A light chain protease | multiplex microsphere protease substrate cleavage, flow cytometry | inhibition, % at 10 µM | actives 0.17% (n = 360,000) | AID 588499; further: plate controls were buffer without enzyme for full effect and enzyme alone for no effect
* marks the source's active call; other numbers are inactive results; i = inactive; ? = inconclusive; / = not tested or not shown; & = joins results of further samples. Unless noted, no stated cut-off is given here; in the data, active means inhibition above about 30%; inconclusive means no clear call, values can overlap the other calls; inactive means below that. Not all compounds are listed. The share of hits here may be higher or lower than overall.

SMILES	Yp Topo-I inh	Vc quorum ag	SSB-PriA inh	TcdB GH inh	Anthrax LF prot	PfHsp40 yeast	PrPC TRFRET	SARS 3CLpro inh	BoNT A protease
Cc1ccc(S(=O)(=O)N(CCC(=O)NCC(c2ccccc2)N(C)C)c2ccccc2)cc1 (stereo unspecified)	14	i	-1	1.8	6	-0.4	-11	/	0.1
O=C(COC(=O)c1ccc(S(=O)(=O)N2CCOCC2)cc1)Nc1nc(-c2ccccc2)cs1	15	i	0	/	-2	-0.5	-8	-4	-0.3
COc1ccc(NC(=O)N(C)C[C@H]2Oc3c(NC(=O)NC4CCCCC4)cccc3C(=O)N([C@H](C)CO)C[C@@H]2C)cc1	30	i	2	1.4&1.7	-4	-0.3	8	/	-0.2
Cc1ccc(CN2[C@@H](CC3CCCCC3)COCCS2(=O)=O)cc1	34	-2.0	-18	1.4	-1	0.9	4	0	-1.1
NC(=O)C1(N2CCCCC2)CCN(CC(=O)Nc2ccccc2Sc2ccccc2)CC1	26	-0.2	-9	0.6	1	-1.5	-2	6	0.6
O=C(NCc1ccccn1)Nc1ccc(F)c(Cl)c1	-6	0.0	-8	1.8	-2	0.0	-2	2	0.8
CCC1(C)Cc2ccccc2-c2nc(SCC(N)=O)[nH]c(=O)c21 (stereo unspecified)	-3	-0.2	4	0.8	-5	-0.9	7	3	0.0
COc1ccc(C(=O)NNC2=NCCCCC2)cc1	-10	-0.4	-6&-13	0.5	-8	-2.3	2	0	-0.8
Cc1ccc(C(=O)OCC(=O)N(CC(C)C)c2c(N)n(Cc3ccccc3)c(=O)[nH]c2=O)s1	1	-0.4	-13	0.3	-1	-0.9	3	-2	-1.3
COC(C(=O)Nc1ccnn1C1CCN(Cc2ccc(C)s2)CC1)c1ccccc1 (stereo unspecified)	19	i	-10	1.6	-2	-0.8	-14	1	-0.9
Cc1cc(NS(=O)(=O)c2ccc(NC(=S)NC(=O)c3ccc(F)cc3)cc2)no1	3	i	13	/	-2	0.6	-5	-1	0.3
CC(=O)c1ccccc1NC(=O)CSc1nnc(Cc2csc(C)n2)o1	-3	i	-18	0.4	2	0.5	10	/	6.4
COc1ccc(C(=O)NCCOC(C)C)cc1OC1CCN(C(C)=O)CC1	-1	i	-6	0.1	0	-0.3	1	1	?
CCCC(=O)c1ccc(-c2ccccc2)cc1	-3	i	-26	/	1	-0.9	3	3	0.0
CCOc1ccc(C(=O)c2cc([N+](=O)[O-])ccc2N2CCOCC2)cc1	5	-0.2	-4	1.0	0	0.6	-3	0	0.8
COc1ccc(CCNC(=O)C(Sc2ccccn2)c2ccccc2)cc1OC (stereo unspecified)	9	-0.6	-3	1.2	-1	0.9	2	0	-0.3
CCOc1ccc(OCC(=O)NCCc2nc3ccccc3[nH]2)cc1	8	-7.9	-5	/	-4	0.4	-1	3	1.1
O=C(NCc1ccco1)/C(=C\c1cccs1)NC(=O)c1ccsc1	0	2.7	1	-0.2	-1	-0.4	-2	1	0.7
CC(=O)Nc1ccc(/C=N/N2C(C)CCCC2C)cc1 (stereo unspecified)	2	-0.9	/	0.0	-5	3.8	1	-2	-0.4
CC1CN(C(=O)C2(C)CC2(Br)Br)CC(C)O1 (stereo unspecified)	4	3.1	-14	/	-4	-0.1	3	-3	0.3

A stretch from further up, as a working copy:
SMILES	Yp Topo-I inh	Vc quorum ag	SSB-PriA inh	TcdB GH inh	Anthrax LF prot	PfHsp40 yeast	PrPC TRFRET	SARS 3CLpro inh	BoNT A protease
Cc1ccc(S(=O)(=O)N(CCC(=O)NCC(c2ccccc2)N(C)C)c2ccccc2)cc1 (stereo unspecified)	14	i	-1	1.8	6	-0.4	-11	/	0.1
O=C(COC(=O)c1ccc(S(=O)(=O)N2CCOCC2)cc1)Nc1nc(-c2ccccc2)cs1	15	i	0	/	-2	-0.5	-8	-4	-0.3
COc1ccc(NC(=O)N(C)C[C@H]2Oc3c(NC(=O)NC4CCCCC4)cccc3C(=O)N([C@H](C)CO)C[C@@H]2C)cc1	30	i	2	1.4&1.7	-4	-0.3	8	/	-0.2
Cc1ccc(CN2[C@@H](CC3CCCCC3)COCCS2(=O)=O)cc1	34	-2.0	-18	1.4	-1	0.9	4	0	-1.1
NC(=O)C1(N2CCCCC2)CCN(CC(=O)Nc2ccccc2Sc2ccccc2)CC1	26	-0.2	-9	0.6	1	-1.5	-2	6	0.6

Individual results from the list.
Entry of `O=C(NCc1ccco1)/C(=C\c1cccs1)NC(=O)c1ccsc1` in Yp Topo-I inh: 0
Entry of `CC(=O)c1ccccc1NC(=O)CSc1nnc(Cc2csc(C)n2)o1` in SSB-PriA inh: -18

The listing continues:
SMILES	Yp Topo-I inh	Vc quorum ag	SSB-PriA inh	TcdB GH inh	Anthrax LF prot	PfHsp40 yeast	PrPC TRFRET	SARS 3CLpro inh	BoNT A protease
COc1ccccc1Nc1nc(N)nc(CN2CCCCCC2)n1	2	5.6	-3	/	1	-1.6	-14	-2	1.4
CCCCCC(=O)N1C[C@H](n2cc(C3CC3)nn2)[C@@H](O)C[C@@H]1c1ccc(C)cc1	2	-0.4	/	-0.1	-4	/	5	/	-0.7
O=C(/C=C/NNC(=O)c1ccccc1)c1ccc(Br)cc1	-6	-0.2	11	/	-4	0.0	-4	2	-0.5
NS(=O)(=O)c1ccc(CCNC(=O)c2ccc(Cl)c(S(=O)(=O)N3CCCCC3)c2)cc1	19	i	0	1.7	-1	3.2	3	/	-0.4
O=C(O)C1CC=CCC1C(=O)Nc1ccc2c(c1)OCCO2 (stereo unspecified)	-9	i	1	/	0	-0.7	0	-1	-0.2
COCCNC(=O)C1(C)CCN(C(=O)c2ccc(SC(F)(F)F)cc2)C1 (stereo unspecified)	0	-0.2	/	0.0	4	/	-7	/	-0.8
COc1ccccc1CNC(=O)C12CC3CC(CC(C3)C1)C2	20	-1.2	5	-8.4	3	1.4	13	-4	0.9
CCCOc1ccc(C2c3c(oc4cc(C)c(C)cc4c3=O)C(=O)N2CCCN(C)C)cc1OCC (stereo unspecified)	-18	-0.4	-7	1.6	-8	-0.3	8	-3	-0.2
NS(=O)(=O)c1ccc(CCNC(=O)CCNC(=O)c2ccco2)cc1	4	-0.6	-4	0.6	-7	-0.8	1	1	-1.7
O=C(Nc1cccc(Oc2ccccc2)c1)c1ccc(-n2cncn2)c2ccoc12	38	-0.3	/	1.3	5	/	11	/	-0.3
CNC(=O)C[C@@H]1C(=O)N(Cc2ccccc2)CC1(C)C	9	-0.3	/	0.8	-7	/	3	/	-0.3
N#C/C(=C\Nc1ccccn1)S(=O)(=O)c1ccc(Cl)cc1	-8	-0.5	-4	-0.2	-7	1.5	2	-2	-0.4
O=C(N[C@@H](Cc1ccccc1)C(=O)OCc1ccccc1)c1nc[nH]c1C(=O)N1CCNCC1	3	i	-7	0.6	-4	-1.2	-8	/	-0.2
CNc1nc(SC)nc(N2CCOCC2)n1	-4	-1.3	-8	/	2	0.0	-6	-3	1.0
O=C(NCC1COc2ccccc2O1)c1ccc(NC(=O)C(c2ccccc2)c2ccccc2)cc1 (stereo unspecified)	11	-0.3	-10	0.8	1	0.3	5	1	0.1
COc1ccc(C(=O)NC(C)c2nnc(SCC(=O)Nc3nc4ccccc4s3)n2C)cc1 (stereo unspecified)	3	i	0	/	-3	1.4	-2	0	0.7
O=C(Nc1ccc(F)cc1)c1cnccn1	9	0.9	/	1.7	-6	/	5	/	-0.4
COc1cccc(CNC(=O)COc2cccc3c2OC(C)(C)C3)c1	20	i	-16	1.8	-1	-0.1	-1	/	-0.6
Cc1ccccc1NC(=O)COC(=O)/C=C/c1cccc(C(F)(F)F)c1	-6	-0.1	-11	1.0	-1	?	-3	5	-0.7
CC1(C(=O)NC2CCCCCCC2)CC1(Cl)Cl (stereo unspecified)	10	-0.3	-2	/	-5	-1.9	6	5	-2.6
CCOC(=O)c1[nH]cnc1C(=O)N1CCN(C(=O)OC(C)(C)C)CC1	-9	1.3	0	0.5	-1	2.6	2	/	-0.1
Cn1cnc([N+](=O)[O-])c1Sc1nnc(-c2cccnc2)n1C	5	-0.4	-6	1.2	2	-0.6	-1	2	3.3
COc1ccc(/C=C(\NC(=O)c2ccccc2)C(=O)NCC2CCCO2)cc1 (stereo unspecified)	0	-0.2	-2	-0.6	4	0.0	7	5	-0.7
Cc1ccc(SCCC(=O)Nc2ccc(OCc3ccccc3)cc2)cc1	9	-0.2	-8	/	-1	-0.1	13	-1	0.2
CCN(CC)CCCNC(=O)c1cn(C)c2ccc(S(=O)(=O)N(C)C3CCCCC3)cc2c1=O	5	i	-3	0.7	0	0.1	-3	3	1.2
O=C(OCC(O)CO)c1ccccc1Nc1ccnc2cc(Cl)ccc12 (stereo unspecified)	8	0.8	-2	6.7	-5	-0.5	-16	/	-1.2
O=C(NCC(=O)N(c1ccccc1)C(C(=O)NC1CCCC1)c1ccncc1)c1ccco1 (stereo unspecified)	1	1.3	-12	/	0	0.1	4	2	0.3
COC(=O)c1cc(OC)c(OC)cc1N1C(=O)CCCC1=O	1	i	0	/	-5	-1.5	/	-2	0.2
Cc1ccc(-c2cn(S(=O)(=O)c3cccc4nsnc34)nc2N)cc1	-5	i	30	/	-2	-1.2	-27	-3	0.3
CC(/C=N/Nc1nc(C)cc(C)n1)=C\c1ccc(C(C)C)cc1	5	i	/	/	0	2.5	14	-3	0.4
COc1cc2cc(C(=O)N/N=C/c3ccccc3Cl)[nH]c2cc1OC	0	-8.3	/	1.8	-8	0.8	-3	-3	-6.2
COc1cc(Cl)c(NC2=CC(=O)C(=O)c3ccccc32)c(OC)c1	-13	-0.1	-3	-0.1	0	-1.1	-5	/	0.1
CCc1ccc(-c2nc(SCC(=O)c3c(N)n(C)c(=O)n(C)c3=O)n[nH]2)cc1	1	-1.2	-8	-2.1	-3	-0.5	6	/	-0.5
COC(=O)Cc1ccc(NC(=S)N2CCCCC2C)cc1 (stereo unspecified)	3	-0.5	2	-0.4	-3	-0.8	6	1	0.0
COC(=O)c1ccc(NC(=O)Cc2ccc(C)cc2)cc1	-1	i	-4	/	-9	0.3	-1	0	0.6
Cc1ccc(OCC(=O)Nc2cc(-c3nn4c(C)nnc4s3)ccc2C)cc1	7	-0.4	-10	0.8	-6	0.9	-9	1	0.4
CCOc1ccc(S(=O)(=O)NC2CC2)cc1	-6	-0.4	-2	-4.9	6	-0.6	5	3	-3.0
O=C(Nc1ccccc1[N+](=O)[O-])C1(c2ccccc2)CCOCC1	-11	-0.2	25	0.4	1	-0.1	-14	10	0.3
Cc1cc(CNC(=O)COC(=O)Cn2[nH]c(=O)c3ccccc3c2=O)cc(C)c1O	-3	0.8	6	2.7	-4	0.8	-4	/	2.0
COc1ccc(N2CCN(C(=O)CSc3nnc4ncccn34)CC2)cc1	-9	i	-8	/	-5	1.6	-4	2	0.6
COc1cc(CCC(=O)OCC(=O)NCC2CCCCC2)cc(OC)c1OC	23	-0.4	26	1.0	0	-0.8	8	1	-0.4
COc1ccc(OC)c(NC(=O)CSc2nnc3ccc(-c4ccncc4)nn23)c1	-2	0.5	-10	1.5	-4	-0.2	-26	-2	-0.2
O=C(Cn1cc([N+](=O)[O-])cn1)Nc1cccnc1	4	-0.4	-4	0.0	-3	0.0	2	3	-0.8

One compound at a time, from the list above. Values in the order: Yp Topo-I inh	Vc quorum ag	SSB-PriA inh	TcdB GH inh	Anthrax LF prot	PfHsp40 yeast	PrPC TRFRET	SARS 3CLpro inh	BoNT A protease
Shown for O=C(OCC(O)CO)c1ccccc1Nc1ccnc2cc(Cl)ccc12 (stereo unspecified) = 8	0.8	-2	6.7	-5	-0.5	-16	/	-1.2
Shown for Cc1ccc(OCC(=O)Nc2cc(-c3nn4c(C)nnc4s3)ccc2C)cc1 = 7	-0.4	-10	0.8	-6	0.9	-9	1	0.4
Shown for COc1cc(Cl)c(NC2=CC(=O)C(=O)c3ccccc32)c(OC)c1 = -13	-0.1	-3	-0.1	0	-1.1	-5	/	0.1
